Screening results from PubChem BioAssay.
LmPK inhibitor = blocks Leishmania mexicana pyruvate kinase activity | purified LmPK, Kinase-Glo ATP luminescence, 1 h | Potency, µM (doses to about 57.5 µM), inactives show top-dose activity change, negative = inhibition, most hits filed as inhibitors | 290,000 tested, 0.37% active; also: potency is read from the fitted curve at half-maximal effect
Target sequence (Q27686 whole entry, looked up): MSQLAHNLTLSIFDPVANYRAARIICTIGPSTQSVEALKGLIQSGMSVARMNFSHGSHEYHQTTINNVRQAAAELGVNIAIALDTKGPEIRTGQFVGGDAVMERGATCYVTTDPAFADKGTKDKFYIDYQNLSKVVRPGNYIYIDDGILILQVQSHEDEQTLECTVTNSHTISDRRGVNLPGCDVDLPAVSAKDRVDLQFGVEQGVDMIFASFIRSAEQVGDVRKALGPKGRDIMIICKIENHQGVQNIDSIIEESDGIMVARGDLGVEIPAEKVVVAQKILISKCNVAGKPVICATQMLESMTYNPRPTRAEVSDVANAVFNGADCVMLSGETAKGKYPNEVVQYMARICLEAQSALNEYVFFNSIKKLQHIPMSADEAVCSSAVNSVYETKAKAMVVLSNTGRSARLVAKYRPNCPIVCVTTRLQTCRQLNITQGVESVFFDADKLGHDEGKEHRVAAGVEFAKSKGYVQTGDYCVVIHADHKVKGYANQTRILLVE
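Purified LmPK (0.1 nM) converted ADP (0.1 mM) to ATP with PEP (0.5 mM) in imidazole buffer pH 7.2 with KCl and MgCl2, 1 h at room temperature. ATP was read by Kinase-Glo luminescence; data normalized to uninhibited and no-enzyme controls.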
HCMV antiviral = human cytomegalovirus inhibition | HFF cells, HCMV-luciferase reporter, 72 h; stronger effect = lower value | activity change, negative = inhibition, % at 57.5 µM | 410,000 tested, 4.5% active; in the data active = activity change below about -60%; inconclusive = no clear call, values can overlap the other calls; inactive = above about -39%
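Two compound doses tested in HFFs infected with HCMV-luciferase, MOI 1 PFU/cell, 72 h at 37C. Lysate luminescence read with OneGlo; data normalized against buffer-only and 10uM Salinomycin inhibitor controls.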
AmpC inh no detg = blocks E. coli AmpC beta-lactamase in detergent-free assay; AmpC nitrocefin hydrolysis, absorbance 480 nm, 0.0001% Triton; Potency, µM (doses to about 57.1 µM), inactives show at the highest dose activity change, negative = inhibition, actives largely listed as inhibitors; 330,000 tested, 0.52% active; AID 485341;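 also: potency is read from the fitted curve at half-maximal effect; plate controls were no compound for no effect and no enzyme for full effect; nearly all actives have a fitted effect of over 20% in size; some results filed as inactive show a strong effect at the top dose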
Target sequence (P00811 whole entry, looked up): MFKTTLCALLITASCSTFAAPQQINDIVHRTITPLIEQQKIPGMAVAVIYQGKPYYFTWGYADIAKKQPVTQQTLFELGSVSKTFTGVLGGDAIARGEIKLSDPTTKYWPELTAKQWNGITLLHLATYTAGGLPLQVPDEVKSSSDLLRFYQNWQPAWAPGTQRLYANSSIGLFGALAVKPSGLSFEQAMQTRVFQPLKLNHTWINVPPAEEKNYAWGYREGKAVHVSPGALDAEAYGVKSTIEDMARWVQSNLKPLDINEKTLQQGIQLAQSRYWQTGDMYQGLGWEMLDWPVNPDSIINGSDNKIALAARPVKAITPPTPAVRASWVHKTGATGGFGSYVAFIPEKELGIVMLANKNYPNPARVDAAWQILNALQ
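20 mM phosphate pH 7.0 + 0.01% (detergent screen) or 0.0001% Triton X-100; 5.3 nM AmpC reagent; cpd preinc 15 min RT; nitrocefin (800 uM stock) to start; A480 q20 s × 4 min; Activity was normalised to no-enzyme and no-compound control wells.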
AmpC detergent = inhibitors of E. coli AmpC beta-lactamase with detergent; P00811; AmpC hydrolysis of nitrocefin, absorbance 480 nm, 0.01% Triton; Potency, µM (highest dose often 114 µM), inactives show at the top dose activity change, negative = inhibition, most hits filed as inhibitors; 370,000 tested, 0.041% active;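 also: potency is read from the fitted curve at half-maximal effect; 0% = no-compound wells and -100% = no-enzyme wells; nearly all actives have a fitted effect of over 25% in size; some results filed as inactive show a strong effect at the top dose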
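AmpC (5.3 nM in the dispensed reagent) in 20 mM phosphate pH 7.0 with 0.01% (detergent screen) or 0.0001% Triton X-100 was preincubated with compounds for 15 min at room temperature. Nitrocefin was then added from an 800 uM solution, and hydrolysis was followed at 480 nm.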
Tb PYK inh = blocks Trypanosoma brucei pyruvate kinase; Q57TT1; TbPYK enzyme, Kinase-Glo Plus ATP luminescence, 45 min; 410,000 tested, 0.12% active; Potency, µM (highest dose often 76.8 µM), without a hit: at the top dose activity, negative = inhibition, hits mostly inhibitors; also: potency is read from the fitted curve at half-maximal effect; nearly all actives have a fitted effect of over 50% in size
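Luminescence from Kinase-Glo Plus, added after a 45-minute room-temperature reaction, served as the end-point read-out. The enzyme and substrate were preincubated with compound before ADP (130 uM final) initiated turnover. Concentration-effect curves came from normalized qHTS data.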
AMA1-RON2 inh = AMA1-RON2 (P. falciparum) interaction inhibition; AlphaScreen AMA1-biotinylated RON2 peptide binding; Potency, µM (doses to about 58.2 µM), inactives show at the top dose activity change, negative = inhibition, most hits filed as inhibitors; 360,000 tested, 0.2% active;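 also: potency is read from the fitted curve at half-maximal effect; 0% = vehicle wells and -100% = peptide control; nearly all actives have a fitted effect of over 45% in size; some results filed as inactive show a strong effect at the top dose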
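AMA1 (3D7) with his tag at 25 nM final met compounds first, then biotinylated RON2 peptide at 25 nM; detection used donor plus acceptor beads, 10 µg/mL apiece, read by AlphaScreen after 30 min at room temperature.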
Sm TGR block = inhibitors of Schistosoma mansoni thioredoxin glutathione reductase; 360,000 tested, 3% active; Potency, µM (doses to about 114 µM), for the others: at the highest dose activity change, negative = inhibition, actives largely listed as inhibitors; AID 485364; purified TGR, DTNB reduction, TNB absorbance 405 nm; also: potency is read from the fitted curve at half-maximal effect; nearly all actives have a fitted effect of over 60% in size
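First, TGR (20 nM dispensed) and NADPH were mixed with compound. Second, a 15 min room-temperature incubation followed. Third, further NADPH and then DTNB were added to start the reaction. Finally, TNB absorbance was monitored kinetically.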
* hit, by the source's call; ? = inconclusive; / = not tested or not shown; & = joins results of further samples; [ ] = dose if it differs, or a comment. Unless noted, calls follow the shape of the dose curve; as a rule, active = well fitted curve in the direction sought with a large enough effect; inconclusive = small, poorly fitted or top-dose-only effect, or another doubt; inactive = no such curve, though single readings can be large; an effect the other way counts as inactive or inconclusive. Unless noted, % is scaled to controls: 0 for no effect and ±100 for the full control effect.

#	Molecule	LmPK inhibitor	HCMV antiviral	AmpC inh no detg	AmpC detergent
1	COc1ccccc1NC(=O)C1=C(C)Nc2nc(SCC(=O)c3ccc(C)cc3)nn2C1c1ccc(F)cc1 (stereo unspecified)	/	8	/	8%
2	CCCn1c(=O)c2ccccc2n2c(SCC(=O)c3ccc(F)cc3)nnc12	-13%	/	-15%	-12%
3	COc1ccc(Cl)cc1NC(=O)CCN1C(=O)C2C3C=CC(C4CC34)C2C1=O (stereo unspecified)	8%	-5	42%	-11%
4	CCOC(=O)c1c(C)cc(O)cc1O	/	-25	/	/
5	C=C(CN(C)C)C(=O)c1cc(C)ccc1C	/	-99*	/	/
6	Cc1ccc(NCc2cccn2-c2nnc(N3CCC(C(=O)NCc4ccc(OC(C)C)cc4)CC3)s2)cc1	/	-80*	/	2%
7	CN(C)S(=O)(=O)c1cccc(C(=O)NC2CCCc3ccccc32)c1 (stereo unspecified)	1%	74	-9%	-3%
8	Cc1ccc(NC(=O)CN(C)C(=O)CSc2nc3ccccc3c(=O)n2Cc2ccco2)cc1	4%	5	10%	-2%
9	C/C(=N\NC(=O)C(N)=O)c1ccc(OC(F)F)cc1	-7%	22	-14%	1%
10	Cc1cc(N2C(=O)C(=O)/C(=C(/O)c3ccc(F)cc3)C2c2ccc(F)cc2)no1 (stereo unspecified)	8%	2	-14%	?
11	COc1ccc(N2CC(NC(=O)C3CCCCC3)CC2=O)cc1OC (stereo unspecified)	/	-35	/	0%
12	Cc1ccc2c(c1)C(C)CC(C)(C)N2C(=O)NC1CCCCC1 (stereo unspecified)	-1%	5	-9%	-14%

#	Tb PYK inh	AMA1-RON2 inh	Sm TGR block
1	-3%	/	4%
2	/	/	0%
3	2%	15%	0%
4	-1%	4%	/
5	?	4%	/
6	-9%	/	-9%
7	2%	-1%	14%
8	-1%	1%	-5%
9	0%	2%	10%
10	-2%	37%[activator]	-1%
11	-1%	/	-1%
12	-13%	3%	0%

(more compounds)
#	Molecule	LmPK inhibitor	HCMV antiviral	AmpC inh no detg	AmpC detergent
13	Cc1ccc(S(=O)(=O)NC2=NCN(C3CCCCC3)CN2)cc1	4%	50	-3%	-5%
14	O=C(CSc1nnc(NC(=O)c2ccccc2F)s1)NCc1ccco1	-6%	-32	-15%	-9%
15	CCOc1ccc(C2OC(=O)Cc3cc(OC)c(OC)cc32)cc1 (stereo unspecified)	-1%	75	37%	1%
16	COc1ccc(CCN2C(=O)C(O)=C(C(C)=O)C2c2ccccc2OC)cc1OC (stereo unspecified)	3%	74	-26%	-15%
17	CSCCC(Nc1ccc(S(=O)(=O)N2CCOCC2)cc1[N+](=O)[O-])C(=O)OCC(=O)NCC(C)C (stereo unspecified)	1%	-5	102%[activator]	?
18	COC(=O)c1cc(S(=O)(=O)NCc2cccs2)c[nH]1	-1%	-39	-2%	0%
19	Cc1cc(C)c(S(=O)(=O)N2CCN(C(=O)CC(C)n3nc(C)nc3C)CC2)c(C)c1 (stereo unspecified)	/	-74*	/	/
20	COC(=O)c1ccc(OC)c(Cn2c(=O)n(C)c(=O)c3sccc32)c1	-8%	/	-13%	-13%
21	CN(C(=O)Oc1ccc(F)cc1)c1ccccc1	3%	4	1%	3%
22	COCCN(C(=O)CSc1nnc(-c2ccc(C)cc2)n1N)c1c(N)n(Cc2ccccc2)c(=O)[nH]c1=O	-3%	15	13%	-1%
23	O=c1onc(-c2ccccc2)n1-c1cc(Cl)cc(Cl)c1	/	?	/	/
24	Cc1ccc(C(=O)Nc2oc(-c3ccccc3)cc2C#N)cc1	1%	39	/	2%

#	Tb PYK inh	AMA1-RON2 inh	Sm TGR block
13	3%	-2%	4%
14	-10%	13%	-17%
15	1%	8%	-15%
16	-4%	-6%	1%
17	5%	-6%	-12%
18	-4%	9%	7%
19	-6%	-6%	/
20	-2%	0%	47%[activator]
21	3%	0%	-3%
22	-5%	-12%	1%
23	-1%	9%	/
24	-7%	-5%	?

The list continues.
#	Molecule	LmPK inhibitor	HCMV antiviral	AmpC inh no detg	AmpC detergent
25	COc1cc2nc(N3CCNCC3)nc(N)c2cc1OC	0%	?	-50%	?
26	CCC(=O)c1cn(CC(=O)O)c2ccccc12	-1%	-23	-12%	-9%
27	CCOC(=O)c1c(-c2cccs2)csc1NC(=O)CC(C)C	0%	29	-32%	3%
28	Cc1cccn2cc(CCNC(=O)c3cccs3)nc12	-1%	24	-3%	-7%
29	O=C(NC(=S)N1CCN(C/C=C/c2ccccc2)CC1)c1cccnc1	-3%	-10	16%	1%
30	Cc1cc(NC(=O)CSC2=NS(=O)(=O)c3cc(Cl)ccc3N2)no1	/	-24	-39%	?
31	COc1ccccc1-c1cc2nc(C)c(CCC(=O)NCc3cccc(Cl)c3)c(C)n2n1	/	?	/	-5%
32	COc1ccc(C2NCCc3cc(OC)c(OC)cc32)cc1OC (stereo unspecified)	13%	85	-14%	?
33	O=c1n(S(=O)(=O)c2cccc3cccnc23)c2ccccc2n1S(=O)(=O)c1cccc2cccnc12	4%	-32	-20%	?
34	COc1ccc(S(=O)(=O)N2CCCCC2)cc1NC(=O)CCNC(=O)c1ccco1	/	-13	-9%	0%
35	Cc1ccc(Sc2c(C)nn(C(C)(C)C)c2OC(=O)CC(C)C)cc1	/	3	/	18%
36	Cc1nn2c(=O)cc(COC(=O)c3ccc(NC(=O)COc4ccccc4F)cc3)nc2s1	/	4	/	0%

#	Tb PYK inh	AMA1-RON2 inh	Sm TGR block
25	/	?	-15%
26	3%	-7%	/
27	3%	14%	-3%
28	0%	1%	5%
29	?	25%	-15%
30	-5%	12%	-1%
31	1%	/	-18%
32	-3%	-4%	4%[11.4 µM]
33	9%	2%	0%
34	2%	-14%	-1%
35	-3%	/	-14%
36	3%	/	-2%

From entry 26 as far as 36, copied from above:
#	Molecule	LmPK inhibitor	HCMV antiviral	AmpC inh no detg	AmpC detergent
26	CCC(=O)c1cn(CC(=O)O)c2ccccc12	-1%	-23	-12%	-9%
27	CCOC(=O)c1c(-c2cccs2)csc1NC(=O)CC(C)C	0%	29	-32%	3%
28	Cc1cccn2cc(CCNC(=O)c3cccs3)nc12	-1%	24	-3%	-7%
29	O=C(NC(=S)N1CCN(C/C=C/c2ccccc2)CC1)c1cccnc1	-3%	-10	16%	1%
30	Cc1cc(NC(=O)CSC2=NS(=O)(=O)c3cc(Cl)ccc3N2)no1	/	-24	-39%	?
31	COc1ccccc1-c1cc2nc(C)c(CCC(=O)NCc3cccc(Cl)c3)c(C)n2n1	/	?	/	-5%
32	COc1ccc(C2NCCc3cc(OC)c(OC)cc32)cc1OC (stereo unspecified)	13%	85	-14%	?
33	O=c1n(S(=O)(=O)c2cccc3cccnc23)c2ccccc2n1S(=O)(=O)c1cccc2cccnc12	4%	-32	-20%	?
34	COc1ccc(S(=O)(=O)N2CCCCC2)cc1NC(=O)CCNC(=O)c1ccco1	/	-13	-9%	0%
35	Cc1ccc(Sc2c(C)nn(C(C)(C)C)c2OC(=O)CC(C)C)cc1	/	3	/	18%
36	Cc1nn2c(=O)cc(COC(=O)c3ccc(NC(=O)COc4ccccc4F)cc3)nc2s1	/	4	/	0%

#	Tb PYK inh	AMA1-RON2 inh	Sm TGR block
26	3%	-7%	/
27	3%	14%	-3%
28	0%	1%	5%
29	?	25%	-15%
30	-5%	12%	-1%
31	1%	/	-18%
32	-3%	-4%	4%[11.4 µM]
33	9%	2%	0%
34	2%	-14%	-1%
35	-3%	/	-14%
36	3%	/	-2%

The main list resumes, repeating the 2 entries before the break.
#	Molecule	LmPK inhibitor	HCMV antiviral	AmpC inh no detg	AmpC detergent
35	Cc1ccc(Sc2c(C)nn(C(C)(C)C)c2OC(=O)CC(C)C)cc1	/	3	/	18%
36	Cc1nn2c(=O)cc(COC(=O)c3ccc(NC(=O)COc4ccccc4F)cc3)nc2s1	/	4	/	0%
37	O=C(CN(C(=O)c1ccccc1)N1C(=O)CCC1=O)c1cccs1	0%	104	-11%	-13%
38	c1ccc2c(CN3CCOCC3)c[nH]c2c1	-8%	19	-19%	-12%
39	COc1cc(SC)ccc1C(=O)OC(C)C(=O)NC1CCCC1 (stereo unspecified)	3%	1	156%[activator]	-7%
40	CCOC(=O)c1cccc(NC(=O)CN2CCN(c3ccc(OC)cc3)CC2)c1	2%	10	75%[activator]	?
41	COc1ccccc1Cc1noc(-c2cc(Cl)ccc2OC)n1	2%	-38	15%	3%
42	CCN1C(=O)/C(=C\c2ccncc2)SC1=S	2%	-33	-17%	6%
43	Cc1ccc(NC2CC(=O)N(c3ccc(C)cc3)C2=O)cc1 (stereo unspecified)	-1%	22	-2%	-1%
44	CCOCc1c(C(=O)OCC(=O)Nc2ccc(C)c(S(=O)(=O)N(C)C)c2)oc2ccccc12	4%	-23	-16%	-13%
45	CCOCCCNS(=O)(=O)c1ccc2c(c1)OCCO2	-1%	13	-8%	4%
46	Cc1cccn2c(=O)nc(SCC(=O)N3CCCCC3)nc12	/	-4	?	?
47	O=C1CN(S(=O)(=O)c2ccc(F)cc2)CC(=O)N1CCc1ccccc1	7%	/	15%	?
48	COc1ccccc1C(=O)Nc1ccc(Oc2ncnc3sc(-c4ccccc4)cc23)cc1	-5%	-19	-14%	-19%

#	Tb PYK inh	AMA1-RON2 inh	Sm TGR block
35	-3%	/	-14%
36	3%	/	-2%
37	5%	-5%	5%
38	1%	-5%	-8%
39	-2%	3%	6%
40	-11%	-26%	0%
41	-1%	12%	9%
42	-2%	16%	5%
43	-4%	4%	-28%
44	-2%	-16%	0%
45	6%	1%	4%
46	9%	17%	-12%
47	/	/	-1%
48	-3%	-8%	4%

(listing goes on)
#	Molecule	LmPK inhibitor	HCMV antiviral	AmpC inh no detg	AmpC detergent
49	CC(C)(C)C(=O)Nc1c2c(nc3c1CCC3)CCCC2	3%	-5	-27%	?
50	O=C(Cn1cnc(S(=O)(=O)N2CCCC2)c1)Nc1ccccc1	-5%	-40&-15	-3%	-12%&2%
51	O=C1c2ccccc2C(=O)N1CCCCSc1nnc2c(Cl)cc(Cl)cn12	2%	13	18%	-3%
52	CCOc1ccc(-c2nonc2NC(=O)c2ccco2)cc1	-1%	?	-7%	2%&3%

#	Tb PYK inh	AMA1-RON2 inh	Sm TGR block
49	-4%	1%	0%
50	3%&4%	-9%	-3%&-4%
51	3%	13%	-14%
52	-3%&0%	-6%	-4%&-2%
